# CSN inh – inhibitors of CSN-mediated cullin deneddylation, primary screen, biochemical, fluorescence polarization, uHTS. Purified CSN, SCF-Nedd8-OG deneddylation. 360,000 compounds, 0.38% hits. inhibition, % at 12.5 µM. COP9 signalosome complex subunit 5 (Homo sapiens), Q92905;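 active = pattern-corrected inhibition above about 35%, with an unprinted fluorescence ratio check between 0.5 and 1.5, limit read from the data, passing the limit was not always enough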;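 also: 0% = enzyme with substrate and 100% = substrate without enzyme; some results filed as inactive read as strong as hits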
# Target sequence (Q92905 whole entry, looked up, one chain of several): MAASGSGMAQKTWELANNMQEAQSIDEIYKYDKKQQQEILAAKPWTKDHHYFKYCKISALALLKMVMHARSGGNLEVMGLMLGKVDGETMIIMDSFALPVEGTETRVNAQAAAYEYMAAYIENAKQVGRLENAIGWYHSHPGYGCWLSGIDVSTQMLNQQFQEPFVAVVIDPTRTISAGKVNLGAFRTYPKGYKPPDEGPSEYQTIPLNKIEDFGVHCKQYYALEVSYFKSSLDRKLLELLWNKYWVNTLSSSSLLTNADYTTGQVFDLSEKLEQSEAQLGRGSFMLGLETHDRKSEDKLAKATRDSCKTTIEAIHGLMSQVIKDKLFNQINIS
#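 assay system = purified human Csn5 enzyme expressed in HEK293T cells | amount = 0.24 nM enzyme | buffer or medium = Tris/NaCl/DTT buffer, pH 7.5 | reagent = 10 nM SCFSkp2-Nedd8OG | compound = one concentration, 12.5 µM, 0.25% DMSO | times = 90 min reaction at room temperature | signal = FP | read-out basis = % inhibition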
# SUMO1-SIM PPI – modulators of SUMO1 protein-protein interactions, primary screen, biochemical, uHTS; SUMO1 binding to a labelled peptide, TR-FRET, 1 h; inhibition, % at 20 µM; Small ubiquitin-related modifier 1 (Homo sapiens), P63165; AID 602429, 2012; 360,000 compounds, 0.33% hits; in the data active = inhibition above about 37%
# Target sequence (P63165 whole entry, looked up): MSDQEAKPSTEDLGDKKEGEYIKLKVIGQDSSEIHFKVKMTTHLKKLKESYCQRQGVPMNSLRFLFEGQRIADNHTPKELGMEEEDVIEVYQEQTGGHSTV
# Rpn11 block – Rpn11 (PSMD14) deubiquitinase inhibitors, primary screen, biochemical, fluorescence polarization, uHTS; calls only at 20 µM; human 26S proteasome, Ub4-pepOG fluorescence polarization; 20S core pre-blocked with epoxomicin; 360,000 compounds, 0.59% hits; 26S proteasome non-ATPase regulatory subunit 14 (Homo sapiens), O00487; AID 588493, 2011;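 active = inhibition at 20 µM, scaled to each plate's controls, above about 33%, limit read from the data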
# PABP1 MLLE inh – inhibitors of PABP1 MLLE–PAM2 peptide binding, primary screen, biochemical, fluorescence polarization, FITC-PAM2, GST-MLLE; inhibition, % at 20 µM; Polyadenylate-binding protein 1 (Homo sapiens), P11940; 360,000 compounds, 0.36% hits; in the data active = inhibition above about 35%, passing the limit was not always enough;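 also: plate controls were DMSO wells with GST-MLLE for no effect and wells lacking GST-MLLE protein for full effect; some results filed as inactive read as strong as hits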
# Scp-1 inhibitor – Scp-1 phosphatase inhibitors, primary screen, biochemical, colorimetric, uHTS; inhibition, % at 20 µM; Recombinant Scp1, phosphopeptide, malachite green phosphate absorbance; 340,000 compounds, 0.88% hits; Carboxy-terminal domain RNA polymerase II polypeptide A small phosphatase 1 (Homo …; AID 493091, 2011;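 active = inhibition above about 50% at 20 µM, limit read from the data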;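 also: plate controls were DMSO wells with enzyme for no effect and wells lacking enzyme for full effect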
# Target sequence (Q9GZU7 76-261 limits assumed): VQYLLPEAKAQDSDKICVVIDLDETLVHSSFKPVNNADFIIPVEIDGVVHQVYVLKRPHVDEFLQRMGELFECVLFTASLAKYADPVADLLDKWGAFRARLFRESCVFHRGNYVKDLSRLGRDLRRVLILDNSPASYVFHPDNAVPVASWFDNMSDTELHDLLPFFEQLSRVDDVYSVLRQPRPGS
#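 Test system: SCP-1 catalytic domain; Buffer or medium: Acidic Tris acetate buffer with magnesium and detergent; Also added: Phosphorylated 17-residue peptide substrate; Compound: single 20 µM dose, 1% DMSO; Schedule: enzyme reaction 45 min at room temperature, colour 5 min, stabilisation 30 min; Signal: Phosphate-binding colour reagent, absorbance read at 630 nm.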
# DNMT1 inh – human DNMT1 methyltransferase inhibitors, primary screen, biochemical, molecular beacon, fluorescence, HinP1I cleavage, uHTS; DNA (cytosine-5)-methyltransferase 1 (Homo sapiens), P26358; inhibition (reported as % activation of signal), % at 10 µM; 360,000 compounds, 0.83% hits; AID 588458, 2011; in the data active = inhibition above about 50%
# TbMetRS inhib – T. brucei MetRS inhibitors, primary screen, biochemical, luminescence | methionyl-tRNA synthetase (Trypanosoma brucei brucei) | purified T. brucei MetRS, ATP depletion, Kinase-Glo luminescence | inhibition, % at 11.9 µM | 360,000 compounds, 0.4% hits | AID 624268, 2012;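 active = inhibition above a per-plate cutoff of the control wells' mean inhibition plus 3 SD, cut at about 5.5% in these data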;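 also: 0% = DMSO wells median and 100% = median of wells with control inhibitor compound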
#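 Material: T. brucei methionyl-tRNA synthetase, purified; reagent: substrates ATP, L-methionine and bulk Escherichia coli tRNA; dosing: 11.9 µM single point; timing: 15 min plus 2 h at 25 °C; detection: luminescence of leftover ATP; evaluation: % inhibition; control set: DMSO-only wells as low control; replicates: singlicate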
# LMPTP inh – LMPTP phosphatase inhibitors, primary screen, biochemical, fluorescence intensity, uHTS; AID 651560, 2012; 360,000 compounds, 0.22% hits; Low molecular weight phosphotyrosine protein phosphatase (Homo sapiens), P24666; recombinant LMPTP-A, OMFP fluorogenic substrate; inhibition, % at 20 µM;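 active = compounds that cut the enzyme signal by at least half of the control window in the single-dose screen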;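 also: plate controls were DMSO wells with enzyme plus substrate for no effect and substrate without enzyme for full effect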
# Target sequence (P24666 whole entry, looked up): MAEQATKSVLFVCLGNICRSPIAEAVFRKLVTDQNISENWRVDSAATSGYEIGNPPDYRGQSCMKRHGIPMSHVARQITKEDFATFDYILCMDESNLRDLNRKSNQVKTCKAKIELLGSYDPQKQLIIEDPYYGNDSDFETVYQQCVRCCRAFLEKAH
#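 Test system: LMPTP-A phosphatase enzyme; input: 0.625 nM LMPTP-A final; reagent: OMFP substrate, 400 µM final; compound dosing: 20 µM single dose, 3% DMSO; incubation: 50 min dark incubation at room temperature; measured by: endpoint fluorescence intensity from OMFP dephosphorylation; measure: % inhibition relative to no-enzyme and uninhibited control wells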
# STEP inh – STEP phosphatase inhibitors, primary screen, biochemical, fluorescence intensity, uHTS | Tyrosine-protein phosphatase non-receptor type 5 (Homo sapiens), P54829 | recombinant STEP, OMFP fluorogenic substrate | inhibition, % at 20 µM | 360,000 compounds, 0.25% hits | AID 588621, 2011;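 active = inhibition at 20 µM, scaled per plate between control wells, above about 37%, limit read from the data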;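 also: 0% = DMSO with enzyme and substrate and 100% = substrate only without enzyme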
#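 Material: STEP (striatal-enriched tyrosine phosphatase) enzyme, cell-free | Medium: 50 mM Bis-Tris pH 6.0 with 2.5 mM DTT and 0.005% Tween 20 | Read-out: Percent inhibition scaled to no-enzyme and uninhibited-enzyme controls, plate-pattern corrected | Signal: Fluorescence read at 480 nm ex / 540 nm em | Times: 20 min reaction, room temperature, in the dark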
# NadD inh – inhibitors of S. aureus NadD, primary screen, biochemical, colorimetric, uHTS. purified NadD enzyme, colorimetric absorbance read-out. 360,000 compounds, 0.78% hits. AID 602399, 2012. inhibition, % at 20 µM. Nicotinate-nucleotide adenylyltransferase NadD (Staphylococcus aureus N315); in the data active = inhibition above about 26%; also: some compounds past the cut are filed as inactive
# An asterisk follows results filed as active; i = inactive; · = not tested or not shown.
SMILES,CSN inh,SUMO1-SIM PPI,Rpn11 block,PABP1 MLLE inh,Scp-1 inhibitor,DNMT1 inh,TbMetRS inhib,LMPTP inh,STEP inh,NadD inh
COc1cc(NC(=O)c2cccc(F)c2)cc(OC)c1OC,4,1,i,-15,-4,2,-1.1,-1.0,1,4
CC(CNC(=O)c1ccc2c(c1)OCO2)c1ccc([N+](=O)[O-])cc1 (stereo not drawn),-2,-8,i,1,13,4,1.3,0.6,3,-14
Cc1ccc(S(=O)(=O)NCCCCC(NC(=O)OC(C)(C)C)C(=O)O)cc1 (stereo not drawn) (tested in a mixture with another compound),2,-2,i,9,0,-1,-0.3,0.2,-3,8
O=C(COc1nnnc2ccccc12)N1CCCc2ccccc21,3,-16,i,0,-8,0,-0.1,-1.3,-1,2
COc1ccc(NC(=O)c2ccc(C)cc2)cc1,-5,-2,i,-3,-4,-3,2.2,-1.3,2,-9
CCCCN(C(C)=O)c1ccc2c(c1)C1CC2CCN1C(=O)OCc1ccccc1 (stereo not drawn),2,5,i,-4,-4,5,-0.4,0.3,-2,-3
Cc1ccc(S(=O)(=O)Nc2cc3c(cc2N2CCOCC2)n(C)c(=O)c(=O)n3C)cc1,-2,2,i,-3,-4,1,-0.5,-1.2,-1,0
O=C(COC(=O)CCC(=O)c1cccs1)Nc1cccc(F)c1,0,2,i,8,-8,-5,0.7,0.2,4,-4
C[C@H]1CN([C@@H](C)CO)C(=O)Cc2cc(NS(C)(=O)=O)ccc2O[C@@H]1CN(C)Cc1ccc(Cl)c(Cl)c1,3,4,i,2,0,-2,-0.1,-0.7,1,-14
O=C(NCCCn1ccnc1)/C(=C\c1ccco1)NC(=O)c1ccco1,0,-1,i,-1,-1,2,0.0,-3.5,2,0
C=CCn1cc(C(=O)c2cc(Br)ccc2O)cc(C#N)c1=O,2,-13,·,-35,-2,-7,0.3,1.9,2,-3
COc1ccc(C2(O)CCN(C(=O)c3c(F)cccc3F)CC2)cc1,-2,3,i,1,-1,-1,-0.4,-1.1,1,-6
NC(=O)c1ccc(/C=N/O)nc1,-5,0,i,6,-6,1,-0.5,-1.0,-1,-3
CC(C)=CCC[C@H](C)CC1Cc2[nH]c(=S)[nH]c(=O)c2C(c2ccc(Cl)cc2)O1 (stereo partly drawn),0,5,·,·,·,·,-0.9,1.4,·,27
O=C(C(=O)N1CCN(c2ccccc2)CC1)c1cn(CC(=O)N2CCCCCC2)c2ccccc12,-1,-9,i,12,-2,-1,-0.4,2.3,1,2
Cc1ccc(/C=C(\CCC(=O)O)c2nc3ccccc3s2)cc1[N+](=O)[O-],0,-9,i,3,-9,0,-0.5,0.2,3,6
Cc1cc(N2C(=O)CC(Cc3ccc(Cl)cc3)C2=O)no1 (stereo not drawn),-1,-3,i,5,-4,1,-0.2,0.7,-2,-1
COc1ccc(NC(=O)Nc2cccs2)cc1Cl,7,5,i,4,-3,-23,2.3,0.6,-1,5
O=C(O)c1ccc(NS(=O)(=O)c2ccc(C(=O)Nc3ccccc3)cc2)cc1,2,2,i,-17,-13,1,-0.2,0.4,-2,-9
CCOc1ccc(OCCC(=O)NNC(=O)c2ccncc2)cc1,-1,4,i,3,11,6,-0.3,0.3,1,-5
O=C(COc1ccc2c(c1)oc(=O)c1ccccc12)NC(Cc1ccc(Cl)cc1)C(=O)O (stereo not drawn),2,17,i,25,4,-4,1.1,-2.6,2,7
CC1=CC(=C(C#N)C#N)C=C(C)N1Cc1ccc(Cl)cc1,-2,-10,i,4,-2,6,1.0,1.0,0,6
COc1ccc2c(c1)OC[C@H]1[C@H]2N2C(=O)c3cc(OC)ccc3NC(=O)[C@@]2(C)[C@H]1c1ccccc1,1,-3,i,19,-6,-7,-0.1,2.6,1,4
COC(=O)C1=CN(C)C=C(C(=O)OC)C1c1ccc(O)c(OC)c1,-2,-6,i,9,-11,-3,-0.7,0.1,1,2
Cc1ccc(/C=N/NC(=O)Cc2cccn2C)s1,-5,-5,i,-2,-5,-10,-0.6,-1.6,2,0
O=C(NNC(=S)Nc1ccc(Br)cc1Cl)c1ccncc1,-5,3,i,47*,-8,-3,0.4,-1.6,-1,3
O=S1(=O)CC(N2CCN(CC3CC3)CC2)CN1Cc1ccc(F)cc1 (stereo not drawn),3,4,i,-7,·,5,0.9,-4.0,0,-6
O=C(Nc1nc(-c2ccccc2Cl)cs1)c1cccnc1,6,5,i,7,5,-3,0.2,0.4,2,-2
O=C1NCCCC1C(=O)Nc1cccc(C(F)(F)F)c1 (stereo not drawn),-4,2,i,19,4,5,-2.1,-0.5,-9,1
CC(C(=O)N1CCOCC1)N1C(=O)C2C3C=CC(C4CC34)C2C1=O (stereo not drawn),3,-2,i,11,-1,0,0.9,0.1,2,-4
Cc1ccc(CN2C(=O)c3ccccc3Sc3ccc(C(=O)NCCN4CCOCC4)cc32)cc1,4,-16,i,6,1,-2,-0.8,0.6,1,-5
CCN(CC)S(=O)(=O)c1cc(C(=O)Nc2nncs2)c(Cl)cc1Cl,-5,1,i,-7,2,12,-0.1,-1.1,-2,2
COCCCNC(=O)CCCCCNS(=O)(=O)c1ccc(Br)cc1,5,6,i,6,8,-1,-0.7,-0.5,-2,-9
CN(CC(=O)Nc1ccccc1Cl)C(=O)COC(=O)c1cccs1,-4,-1,i,5,7,3,-0.3,-0.8,-2,-8
O=C(CNS(=O)(=O)c1c(Cl)cccc1Cl)OCc1csc(-c2ccccc2)n1,-17,1,i,-17,-12,-7,0.0,1.7,0,-5
CCCCOc1ccccc1NC(=O)c1scc2c1OCCO2,-5,3,i,3,-11,-3,-0.7,2.3,6,-8
Cn1cc(S(=O)(=O)N2CCc3ccccc3C2)c(=O)n(C)c1=O,-2,-1,i,5,6,2,-0.2,-0.3,2,-4
CC(C)(C)OC(=O)N[C@H](C(=O)OC(C)(C)C)c1ccccc1,-1,5,i,-11,-4,4,-0.5,1.1,1,-6
Cc1cc(C)c(S(=O)(=O)NCCc2ccncc2)c(C)c1,1,14,i,7,-3,1,-0.1,-0.3,-2,2
CC(=O)Nc1ccc(S(=O)(=O)N(C)CC(=O)OCC(=O)Nc2cc(C)on2)cc1,0,-1,i,17,-3,6,-0.1,-1.3,0,-1
C/C(=N\Nc1ccccn1)c1ccc(N2CCOCC2)cc1,0,-5,i,-28,-7,0,-0.4,1.3,-3,-10
COc1ccc(NC(=O)COC(=O)c2cc(C)oc2C)c([N+](=O)[O-])c1,2,-10,i,-7,-9,-4,-0.4,-0.8,0,-5
CCOc1c(Cl)cc(Cl)cc1CNCCNCCO,4,-1,i,2,-5,3,-1.0,-2.4,0,-5
COc1cccc(-c2ccc3nccn3c2)c1,4,0,i,-83,·,-7,-0.1,1.8,1,0
CCOC(=O)N1CCN(C(=O)c2ccc(NC(=O)CC)cc2)CC1,2,4,i,1,-2,4,-0.7,-0.8,-2,10
Cc1ccc(NS(=O)(=O)c2cccc3nsnc23)cc1C,4,-35,i,12,-9,-2,-1.3,-0.2,-1,-11
Nc1nc(Cl)nc(N(c2ccccc2)c2ccccc2)n1,-11,1,i,-10,3,10,-1.0,-2.3,0,2
O=C(Nc1ccccc1C(=O)NCC1CCCO1)c1ccco1 (stereo not drawn),-6,4,i,10,-6,0,0.2,-0.7,0,-11

# 9 of these compounds, set out differently.
CSN inh	SUMO1-SIM PPI	Rpn11 block	PABP1 MLLE inh	Scp-1 inhibitor	DNMT1 inh	TbMetRS inhib	LMPTP inh	STEP inh	NadD inh	SMILES
3	-16	i	0	-8	0	-0.1	-1.3	-1	2	O=C(COc1nnnc2ccccc12)N1CCCc2ccccc21
-5	-2	i	-3	-4	-3	2.2	-1.3	2	-9	COc1ccc(NC(=O)c2ccc(C)cc2)cc1
2	5	i	-4	-4	5	-0.4	0.3	-2	-3	CCCCN(C(C)=O)c1ccc2c(c1)C1CC2CCN1C(=O)OCc1ccccc1 (stereo not drawn)
-2	2	i	-3	-4	1	-0.5	-1.2	-1	0	Cc1ccc(S(=O)(=O)Nc2cc3c(cc2N2CCOCC2)n(C)c(=O)c(=O)n3C)cc1
0	2	i	8	-8	-5	0.7	0.2	4	-4	O=C(COC(=O)CCC(=O)c1cccs1)Nc1cccc(F)c1
3	4	i	2	0	-2	-0.1	-0.7	1	-14	C[C@H]1CN([C@@H](C)CO)C(=O)Cc2cc(NS(C)(=O)=O)ccc2O[C@@H]1CN(C)Cc1ccc(Cl)c(Cl)c1
0	-1	i	-1	-1	2	0.0	-3.5	2	0	O=C(NCCCn1ccnc1)/C(=C\c1ccco1)NC(=O)c1ccco1
2	-13	·	-35	-2	-7	0.3	1.9	2	-3	C=CCn1cc(C(=O)c2cc(Br)ccc2O)cc(C#N)c1=O
-2	3	i	1	-1	-1	-0.4	-1.1	1	-6	COc1ccc(C2(O)CCN(C(=O)c3c(F)cccc3F)CC2)cc1

# High-throughput results deposited in PubChem BioAssay by several laboratories.
